Screening results deposited in PubChem BioAssay by several laboratories.
HTRA1 inh = inhibitors of human serine peptidase HTRA1 | inhibition, % at 5.96 µM | recombinant HTRA1, FP-rhodamine activity-based probe, fluorescence polarization | Q92743 | 340,000 tested, 0.5% active; in the data active means inhibition above about 36%;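 further: 0% = enzyme with DMSO and 100% = wells lacking enzyme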
NR1D1 modulator = modulates human Rev-erb alpha binding to DNA | P20393 | 370,000 tested, 0.79% active | activity, % at 10 µM | Rev-erbα–FITC-DNA binding, fluorescence polarization, 90 min;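 active means activity above about 14%, limit read from the data; passing the limit was not always enough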;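 further: 0% = DMSO wells with 35 nM protein and 100% = DMSO wells with 750 nM protein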
Target sequence (P20393 whole entry, looked up): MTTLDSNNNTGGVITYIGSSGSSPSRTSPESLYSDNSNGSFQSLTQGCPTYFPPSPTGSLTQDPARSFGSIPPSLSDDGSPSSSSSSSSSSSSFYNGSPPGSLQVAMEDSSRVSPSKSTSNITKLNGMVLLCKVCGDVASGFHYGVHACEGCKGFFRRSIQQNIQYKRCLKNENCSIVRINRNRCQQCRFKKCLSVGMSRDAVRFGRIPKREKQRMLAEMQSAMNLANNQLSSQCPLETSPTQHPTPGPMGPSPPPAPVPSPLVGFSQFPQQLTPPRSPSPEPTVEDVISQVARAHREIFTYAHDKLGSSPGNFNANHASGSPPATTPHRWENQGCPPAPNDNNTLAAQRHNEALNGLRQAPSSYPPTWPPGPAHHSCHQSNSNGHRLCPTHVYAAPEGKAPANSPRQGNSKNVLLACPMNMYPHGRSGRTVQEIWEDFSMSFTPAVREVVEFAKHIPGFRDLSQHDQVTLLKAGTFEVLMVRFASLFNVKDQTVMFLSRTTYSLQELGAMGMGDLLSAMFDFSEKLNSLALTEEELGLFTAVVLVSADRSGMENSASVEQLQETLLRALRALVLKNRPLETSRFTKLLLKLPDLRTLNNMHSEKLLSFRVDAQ
SMARCA2 act = SMARCA2 function activation, primary screen | 370,000 tested, 1% active | AID 652017 | activation, % at 9.1 µM | MG213 cells, MMTV-luciferase reporter, dexamethasone, overnight; in the data active means activation above about 7.8%;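 further: 0% = vehicle wells and 100% = reference activator wells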
GC-B act = GC-B (human) receptor activation. activation, % at 10 µM. P20594. 370,000 tested, 0.11% active. HEK293-GC-B cells, CNP EC30, cGMP TR-FRET; 0% at EC30 CNP, 100% saturating CNP;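 active means activation at 10 µM reaching about 35% in either raw or pattern-adjusted values, limit read from the data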
ABHD4 inh = inhibits mouse alpha/beta hydrolase domain 4; 370,000 tested, 0.54% active; purified mABHD4, FP-Rh probe fluorescence polarization; inhibition, % at 8.92 µM;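 active means inhibition exceeding the mean over every tested compound plus 3 SD, cut at about 30% in these data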;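 further: 0% = plate median of compound wells and 100% = S159A mutant with DMSO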
Target sequence (Q8VD66 whole entry, looked up, the tested form may be a part): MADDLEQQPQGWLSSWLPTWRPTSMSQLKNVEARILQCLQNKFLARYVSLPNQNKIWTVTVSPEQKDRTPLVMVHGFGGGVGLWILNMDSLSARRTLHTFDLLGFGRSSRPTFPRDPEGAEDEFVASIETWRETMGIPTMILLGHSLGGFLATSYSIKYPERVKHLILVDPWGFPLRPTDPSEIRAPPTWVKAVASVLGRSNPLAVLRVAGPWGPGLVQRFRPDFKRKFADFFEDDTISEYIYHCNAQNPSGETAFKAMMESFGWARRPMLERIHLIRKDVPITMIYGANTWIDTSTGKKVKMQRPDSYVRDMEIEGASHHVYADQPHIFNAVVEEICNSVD
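assay system = mABHD4 protein | compound dosing = single nominal dose of 8.92 µM, 0.89% DMSO final | read-out basis = percent inhibition of probe binding, normalized to plate controls | schedule = Enzyme–compound pre-incubation 45 min, then probe 60 min, both 25 °C | detection = fluorescence polarization, excitation 525 nm, emission 598 nm, BODIPY TMR filters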
ASAP1 GAP inh = inhibitors of human ASAP1 ArfGAP activity. Q9ULH1. inhibition, % at 16.5 µM. 360,000 tested, 0.19% active. ASAP1-stimulated ARF1 GTP hydrolysis, GDP FP detection; in the data active means inhibition above about 25%;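 further: 0% = vehicle with enzyme and substrate and 100% = no enzyme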
PG9 binder = PG9 antibody binding by small molecule. 360,000 tested, 0.43% active. TR-FRET gp120-PG9 antibody binding. inhibition, % at 6.7 µM. AID 624416; in the data active means inhibition above about 8.5%
rCAG RNA binder = binds r(CAG) RNA repeats. inhibition, % at 3 µM. AID 651821. r(CAG) RNA repeat, TO-PRO-1 dye displacement fluorescence. 370,000 tested, 1.3% active;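 active means inhibition above the plate cutoff, the mean of all test compounds on that plate plus 3 SD, cut at about 35% in these data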;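 further: 0% = DMSO alone and 100% = 100 µM mitoxantrone as full dye displacement; higher means more dye released from RNA so lower well fluorescence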
ARFGAP1 inh = inhibits rat ARF GTPase activating protein 1 | Q62848 | Arfgap1-stimulated ARF1 GTP hydrolysis, GDP FP detection | inhibition, % at 16.5 µM | 360,000 tested, 0.26% active;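 active means inhibition above a per-plate limit, mean inhibition of low control wells plus 3 SD, cut at about 25% in these data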;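 further: 0% = DMSO wells with enzyme and 100% = wells lacking Arfgap1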
Target sequence (Q62848 1-136 limits assumed): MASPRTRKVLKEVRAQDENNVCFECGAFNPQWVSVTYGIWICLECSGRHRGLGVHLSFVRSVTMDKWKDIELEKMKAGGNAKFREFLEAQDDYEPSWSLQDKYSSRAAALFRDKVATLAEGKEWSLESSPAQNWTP
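Assay system: Rat Arfgap1 GAP domain (His6, aa 1-136), purified enzyme | Buffer or medium: HEPES 25 mM pH 7.5, NaCl 150 mM, MgCl2, DTT | Schedule: GTP hydrolysis reaction 2 h at 25 °C | Signal: FP of antibody-bound GDP Alexa 633 tracer, ex 620/em 688 nm | Measure: Percent inhibition of Arfgap1-stimulated GTP hydrolysis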
NPR1 activator = GC-A (human) enzyme activation; P16066; HEK293 GC-A cells, cGMP TR-FRET, EC30 ANP; 0% at EC30 ANP, 100% saturating ANP; activation, % at 10 µM; 370,000 tested, 0.14% active; AID 1671463; in the data active means activation above about 40%
* hit, by the source's call; . = no result given.

SMILES | HTRA1 inh | NR1D1 modulator | SMARCA2 act | GC-B act | ABHD4 inh | ASAP1 GAP inh | PG9 binder | rCAG RNA binder | ARFGAP1 inh | NPR1 activator
COc1cc(/C=N/N2CCN(Cc3ccc(C)cc3)CC2)cc(OC)c1O | 0 | 2 | -2 | -2 | 5 | -13 | -1.0 | -6 | 1 | 6
O=C(c1ccc(COc2ccccc2Br)o1)N1CCCCCC1 | -13 | 1 | 2 | 2 | -2 | -8 | -2.5 | -3 | -3 | 4
CCCC1CCC2(CCC(=O)N2CCSc2ccccc2)CC1 (configuration not stated) | . | 7 | 1 | -1 | 1 | . | . | 2 | . | 1
COC(=O)N(NC(=O)C(O)(c1ccccc1)c1ccccc1)c1ccccc1 | 2 | 1 | -3 | 3 | -3 | 0 | 1.2 | 1 | -3 | -3
Cc1ccc(OC(=O)c2ccc3nc(C)sc3c2)cc1 | . | 4 | 4 | 5 | 4 | 5 | 0.0 | 3 | -3 | 6
CC(C)CC(=O)Nc1ccc2c(c1)nc(CCN1CCOCC1)n2C | 1 | 3 | -2 | 2 | 1 | -11 | -2.0 | -4 | 3 | 4
COc1ccc(CN2C(=O)c3cccc4cccc2c34)cc1F | -27 | 6 | -2 | 14 | -10 | 1 | 0.9 | 1 | -10 | 12
O=[N+]([O-])C(C1CCS(=O)(=O)C1)C1CCS(=O)(=O)C1 (configuration not stated) | . | -2 | -3 | 1 | -4 | -3 | -4.3 | 0 | -6 | 3
CCNc1ccc(C(=O)NN=C2CCCC2)cc1[N+](=O)[O-] | -20 | 2 | 1 | 0 | 2 | 1 | -2.5 | 7 | -4 | -1
Cc1c(C(=O)Nc2cccc(F)c2)cnn1-c1ccccc1 | -14 | 4 | 0 | -3 | -4 | 0 | -0.5 | -3 | -14 | -3
Cc1ccc(CSc2nc3ccccc3c(=O)[nH]2)cc1 | -16 | 0 | 0 | -9 | -6 | 0 | 0.0 | 2 | -6 | -3
Cc1ccc(C(=O)NC2CCCc3ccccc32)cc1[N+](=O)[O-] (configuration not stated) | -17 | -2 | -2 | 0 | -13 | 5 | -0.6 | 3 | 2 | 1
COC(=O)[C@@H]1CCCN1C(=O)c1ccc(OC2CCN(Cc3ccccn3)CC2)cc1 | 1 | -6 | -3 | 5 | -2 | -1 | -1.5 | -8 | -1 | -1
COc1ccc(OC)c(C(C)NC(=S)NC2CCCCC2)c1 (configuration not stated) | -7 | 3 | -4 | -2 | 1 | -12 | -2.8 | -9 | -10 | -8
Cc1ccc(C)c(OCCC(=O)OCC(=O)Nc2cc(S(=O)(=O)N3CCCCC3)ccc2C)c1 | -37 | -12 | 1 | 5 | 1 | 3 | 1.1 | 9 | 9 | 0
CN(C)c1nc(N(C)C)n(Cc2c(Cl)cccc2Cl)n1 | -1 | 0 | -1 | -7 | 2 | 11 | -0.2 | -5 | 19 | 1
COc1ccccc1N1CCN(C(=O)c2ccc(Cn3c(=S)[nH]c4cc5c(cc4c3=O)OCO5)cc2)CC1 | 0 | -2 | 4 | 2 | -4 | -1 | -0.6 | 2 | -4 | -4
CC(C)n1nccc1N(Cc1ccc(C#N)cc1)S(=O)(=O)c1ccccc1 | -8 | 9 | -2 | 5 | 1 | -11 | 1.0 | -2 | -11 | 2
NC(=O)c1ccc[n+](Cc2cccc3ccccc23)c1 | 1 | -2 | 1 | 5 | 3 | -5 | -1.0 | -3 | 7 | -2
O=C(CCC(=O)N/N=C/c1ccc(Br)o1)N/N=C/c1ccc(Br)o1 | 6 | -9 | 1 | -7 | 0 | 1 | -1.8 | 12 | 1 | -7
CC(=O)c1cccc(NC(=O)CSc2nc(N3CCCCC3)nc(N3CCCCC3)n2)c1 | -1 | -3 | -1 | 0 | 5 | -2 | 0.6 | 1 | 8 | -2
COc1ccc(CNC(=O)C2CCN(S(=O)(=O)N3CCOCC3)CC2)cc1 | -3 | 0 | 0 | 2 | 2 | -10 | -0.7 | -2 | -1 | 0
Cc1ccc(/C=C/C(=O)C2C(=O)c3ccccc3C2=O)cc1 | -9 | -5 | 4 | -4 | -14 | 10 | -1.2 | 26 | -2 | 4
N#C/C(C(=O)N1CCCCC1)=C1/N=C(N)c2ccccc21 | 1 | -2 | 0 | 6 | 9 | -11 | 0.0 | -1 | 8 | 2

Four compounds drawn at random from those above:
SMILES | HTRA1 inh | NR1D1 modulator | SMARCA2 act | GC-B act | ABHD4 inh | ASAP1 GAP inh | PG9 binder | rCAG RNA binder | ARFGAP1 inh | NPR1 activator
CC(=O)c1cccc(NC(=O)CSc2nc(N3CCCCC3)nc(N3CCCCC3)n2)c1 | -1 | -3 | -1 | 0 | 5 | -2 | 0.6 | 1 | 8 | -2
COc1ccc(OC)c(C(C)NC(=S)NC2CCCCC2)c1 (configuration not stated) | -7 | 3 | -4 | -2 | 1 | -12 | -2.8 | -9 | -10 | -8
NC(=O)c1ccc[n+](Cc2cccc3ccccc23)c1 | 1 | -2 | 1 | 5 | 3 | -5 | -1.0 | -3 | 7 | -2
CN(C)c1nc(N(C)C)n(Cc2c(Cl)cccc2Cl)n1 | -1 | 0 | -1 | -7 | 2 | 11 | -0.2 | -5 | 19 | 1

(cont.)
SMILES | HTRA1 inh | NR1D1 modulator | SMARCA2 act | GC-B act | ABHD4 inh | ASAP1 GAP inh | PG9 binder | rCAG RNA binder | ARFGAP1 inh | NPR1 activator
CC(=O)C1=C(O)C(=O)N(c2cccnc2)C1c1ccc(Cl)cc1 (configuration not stated) | -1 | 1 | -1 | 1 | 0 | -14 | 1.7 | -1 | -1 | 2
O=C(NNC(=S)NCc1ccccc1)c1ccc2c(c1)OCO2 | -11 | -2 | -3 | -1 | -2 | 14 | -0.2 | 0 | -6 | 3
O=C(NCCOc1ccccc1)c1ccccc1 | 6 | -3 | 1 | 3 | 4 | -4 | 1.0 | -4 | 2 | -1
CCN(Cc1ccncc1)C(=O)c1ccc(C)o1 | 4 | -8 | 0 | 1 | 6 | -1 | 1.5 | 0 | -2 | 0
CCc1ccccc1NC(=S)N1CCN(c2ccccc2F)CC1 | -1 | 0 | -2 | 2 | 2 | -7 | 1.6 | 3 | 4 | 2
COc1ccc(NC(=O)[C@H](C)NC(=O)C2CCN(S(=O)(=O)c3ccc(OC)cc3)CC2)cc1 | -3 | 9 | -2 | 0 | -6 | 5 | 1.5 | 2 | -3 | 2
Cc1ccc(NC(=O)c2cc(S(=O)(=O)N(C)C)ccc2N2CCCC2)cc1S(=O)(=O)N(C)C | -7 | 8 | -3 | 38* | 6 | 19 | -2.4 | 14 | 6 | 37
CC1(C)Oc2ccc3ccc(=O)oc3c2C(N2CCCCC2)C1O (configuration not stated) | -2 | -5 | 1 | -1 | -1 | -1 | 11* | -4 | 7 | -1
O=C(Nc1ccccn1)NC1CCCCC1 | -15 | -4 | 1 | 6 | 0 | 5 | -1.0 | -4 | 3 | 5
C[C@H](NC(=O)[C@H]1N2C(=O)c3ccccc3C2SC1(C)C)C(=O)N1CCN(C)CC1 (some centres not stated) | 9 | -6 | 1 | 2 | 1 | -7 | -1.5 | -2 | 4 | 2
CCOc1ccc(N(CC(=O)NCc2ccccc2)S(=O)(=O)c2c(C)noc2C)cc1 | -4 | 0 | -1 | 2 | 1 | -1 | -0.7 | 4 | -9 | 0
COc1ccc(NC(=O)CN(C)CC(=O)N2CC(=O)Nc3ccccc32)cc1 | 15 | -3 | -2 | -1 | 2 | -14 | -0.3 | 4 | -4 | 1
CCOCc1cnc(C)nc1NCC(=O)c1c(C)[nH]c2cc(C)ccc12 | -2 | -6 | 0 | -2 | -1 | 0 | -0.5 | -1 | 10 | 1
CCOC(=O)/C(C#N)=C1/SC(CC)C(=O)N1c1ccc(C)cc1 (configuration not stated) | 2 | 2 | 0 | -5 | 5 | 15 | -1.1 | 3 | -3 | 0
CCOc1ccc(/C=N/N2C(C)CCCC2C)cc1 (configuration not stated) | 3 | 1 | -2 | 5 | -3 | -8 | -1.7 | -4 | -2 | 4
CC(C)CCNC(=O)CN1C(=O)NC(c2ccccc2)(c2ccccc2)C1=O | -1 | -1 | -3 | 3 | -4 | -5 | 0.2 | -2 | 7 | -3
Cc1ccc(NC(=O)C(c2ccccc2)N2CCN(CC(=O)NC3CC3)CC2)cc1Cl (configuration not stated) | -10 | -4 | 0 | -1 | -3 | -7 | -2.4 | 2 | 5 | 1
O=S(=O)(c1ccc(NCCCO)nc1)N1CCOCC1 | 5 | -4 | 1 | 3 | 1 | 9 | -0.5 | 0 | 14 | 2
O=C(NC1(c2ccccc2)CC1)C1CCC(=O)N(Cc2ccc(Cl)cc2)C1 (configuration not stated) | 8 | -1 | 1 | 5 | 0 | 0 | -1.9 | -5 | -1 | 0
COc1ccc(CC(N)c2csc(NC(=O)NCc3ccccc3)n2)cc1 (configuration not stated) | . | 2 | -2 | -9 | -5 | 4 | -1.0 | 18 | 7 | -1
COc1cccc(CN(C)CC(=O)Nc2cccc3ccccc23)c1 | -2 | 1 | 2 | -4 | 22 | 3 | -0.5 | -3 | -5 | -4
Cc1ccc(NC(=O)c2oc3ccccc3c2C)nc1 | -9 | -2 | 2 | -7 | 1 | 4 | 0.1 | 0 | 10 | -1
CC(C)(C)NC(=S)NC1CC1 | -1 | 2 | 1 | 6 | 1 | -3 | 1.3 | -2 | 14 | 1
O=C(Nc1cc(-c2ccccc2)cs1)c1ccco1 | -22 | -4 | 3 | -8 | 1 | 11 | -0.4 | 3 | 4 | -4
COc1ccc(-c2nn(-c3ccccc3)cc2C(=O)O)cc1 | -3 | 6 | 1 | -3 | 2 | 6 | -2.0 | 2 | -12 | -2
COc1ccc(C(=O)Nc2ccc(-n3nncc3C(C)(C)C)cc2)cc1 | -8 | 0 | -4 | 1 | -7 | 6 | -0.2 | -8 | -2 | 4
O=C(/C=C/c1ccccc1)OCC(=O)N1CCN(c2ccccc2)CC1 | 1 | -2 | -1 | -2 | 3 | 4 | 0.5 | -5 | -1 | 1
O=C(COC(=O)CCCN=C1NS(=O)(=O)c2ccccc21)NC(=O)NC1CCCC1 | 12 | -1 | -3 | 1 | -4 | 4 | -0.8 | -3 | 0 | 1
CCCn1nnnc1NCc1ccccc1OCc1ccc(F)cc1 | -4 | -1 | -4 | 3 | -5 | -2 | -3.4 | -5 | 5 | 0
COc1ccc(C(=O)OCn2nnc3ccccc3c2=O)cc1[N+](=O)[O-] | 1 | 1 | -4 | 6 | -5 | -13 | 0.3 | 4 | 4 | -3
CC(C)N1C(=O)C(=O)N(CC(=O)N(C)c2ccccc2)C1=O | 9 | -2 | -4 | 3 | -1 | -5 | -1.2 | 1 | 1 | 1
Cc1nc2ccccn2c1C(=O)Nc1ccc(Cl)cc1 | 5 | 5 | 0 | -2 | -3 | 4 | 0.6 | -4 | -1 | -4
O=C1C2C3C=CC(C4CC34)C2C(=O)N1/N=C/c1ccc(-c2ccc(Cl)cc2[N+](=O)[O-])o1 (configuration not stated) | -21 | 3 | 3 | -3 | 5 | 5 | -2.3 | 9 | -1 | 1
O=C(NCCc1c[nH]c2ccccc12)C(=O)NCC(c1ccco1)N1CCN(c2ccccc2)CC1 (configuration not stated) | 3 | -4 | 1 | 2 | -3 | -1 | -1.8 | 0 | -6 | -1
COCCCNC(=S)Nc1c(C)cc(C)cc1C | 2 | 2 | -4 | 1 | -1 | -7 | -0.7 | 0 | 6 | 0
